Compound activity as filed in PubChem BioAssay.
BaF3 parental – parental Ba/F3 cell viability inhibition, counter-screen for JAK2V617F inhibitor project, murine pro-B, CellTiter-Glo luminescence; 220,000 compounds, 1.1% hits; inhibition, % at 5.6 µM; CellTiter-Glo ATP luminescence;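 active means inhibition above a per-campaign cutoff, the mean inhibition of all tested compounds plus 3 SD, cut at about 27% in these data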;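 further: 0% = DMSO wells and 100% = JAK Inhibitor I control wells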
TRPN1 ag – zebrafish TRPN1 channel agonists, primary screen, cell-based, HEK293, calcium fluorescence. HEK293 zebrafish TRPN1-YFP, Fluo-8 calcium fluorescence; 100% = response to 87 µM carbachol. activation, % at 3 µM. 220,000 compounds, 0.18% hits. AID 1424, 2008;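 active means activation above its plate's cutoff, the mean activation of test wells on that plate plus 3 SD, cut at about 19% in these data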;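 further: 0% = DMSO alone and 100% = 87 µM carbachol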
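Material: zebrafish TRPN1-YFP in HEK293 cells; Doses: single test compound dose, 3 µM nominal, 0.3% DMSO; Timing: dye loading 1 h at 37 °C, then 30 min room temperature; Technique: intracellular calcium fluorescence with Fluo-8; Benchmarks: high carbachol 87 µM, low DMSO alone.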
CHOP inhibitor – inhibitors of CHOP promoter induction, primary screen, cell-based, unfolded protein response, luciferase reporter | CHO-K1 CHOP-promoter luciferase, tunicamycin-induced, 15-18 h | inhibition, % at 10 µM | 220,000 compounds, 3.8% hits | AID 2732, 2010;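 active means compounds that reduced the stress-induced luciferase reporter signal by more than about 70% of percent inhibition, limit read from the data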;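 further: 0% = tunicamycin plus vehicle and 100% = wells without tunicamycin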
TRPML3 agonist – human TRPML3 channel agonists, primary screen, cell-based, HEK293 TRPML3-YFP, Fluo-8 calcium fluorescence, 3 µM. Mucolipin-3 (Homo sapiens), Q8TDD5. 100% = the carbachol control signal. activation, % at 3 µM. 220,000 compounds, 0.29% hits;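 active means activation above its plate's cutoff, the mean activation of the plate's test wells plus 3 SD, cut at about 12% in these data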;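 further: 0% = DMSO only wells and 100% = carbachol wells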
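Material: TRPML3-YFP stable HEK293 cells | Dosing: One concentration, 3 µM nominal, 0.3% DMSO | Timing: 125 s total fluorescence read per well | Technique: Fluo-8 calcium dye fluorescence, ex 470-495, em 515-575 nm | Measure: Percent activation from peak-to-basal fluorescence ratio, scaled between DMSO and carbachol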
PPC-1+TRAIL kill – compounds killing PPC-1 cancer cells with TRAIL present, primary screen, TRAIL potentiator project, ATPLite luminescence, uHTS. cell killing (% activity), % at 4 µM. PPC-1 cells + TRAIL, ATPLite viability luminescence. 220,000 compounds, 0.41% hits. AID 1443, 2008;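 active means cell killing above 50% in the first pass at 4 µM, then a duplicate retest at 5 µM averaging 50% or more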;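 further: plate controls were cells with TRAIL plus DMSO for no effect and medium-only wells lacking cells for full effect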
TNF death inh – inhibitors of TNF-alpha triggered necroptosis, primary screen, cell-based, Jurkat FADD-/-, single concentration; Jurkat FADD-/- TNF necroptosis rescue, ATP luminescence, 24 h; 0 = TNF only, 100 = no-TNF cells; activation (protection from cell death), % at 10 µM; 220,000 compounds, 0.068% hits; AID 463075, 2010;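 active means activation, meaning protection from cell death, of at least 50% relative to plate controls; inactive means activation below 50%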;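 further: necroptosis triggered by 40 ng/mL TNF-alpha added together with compound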
Wee1 stabilizer – Wee1 degradation inhibitors, primary screen, cell-based, HeLa, Wee1K328M-luciferase, luminescence | HeLa Luc-Wee1K328M stability; 100% = proteasome inhibitor MG132 effect | Wee1-like protein kinase (Homo sapiens), P30291 | AID 1321, 2008 | reporter increase, % at 5 µM | 220,000 compounds, 1.2% hits;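 active means activation above the mean of all tested compounds plus 3 SD, set per screening run, cut at about 8.8% in these data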;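 further: cells exposed to compound for 20 h before luminescence read; 0% = DMSO alone and 100% = MG132 at 30 µM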
Target sequence (P30291 whole entry K328M): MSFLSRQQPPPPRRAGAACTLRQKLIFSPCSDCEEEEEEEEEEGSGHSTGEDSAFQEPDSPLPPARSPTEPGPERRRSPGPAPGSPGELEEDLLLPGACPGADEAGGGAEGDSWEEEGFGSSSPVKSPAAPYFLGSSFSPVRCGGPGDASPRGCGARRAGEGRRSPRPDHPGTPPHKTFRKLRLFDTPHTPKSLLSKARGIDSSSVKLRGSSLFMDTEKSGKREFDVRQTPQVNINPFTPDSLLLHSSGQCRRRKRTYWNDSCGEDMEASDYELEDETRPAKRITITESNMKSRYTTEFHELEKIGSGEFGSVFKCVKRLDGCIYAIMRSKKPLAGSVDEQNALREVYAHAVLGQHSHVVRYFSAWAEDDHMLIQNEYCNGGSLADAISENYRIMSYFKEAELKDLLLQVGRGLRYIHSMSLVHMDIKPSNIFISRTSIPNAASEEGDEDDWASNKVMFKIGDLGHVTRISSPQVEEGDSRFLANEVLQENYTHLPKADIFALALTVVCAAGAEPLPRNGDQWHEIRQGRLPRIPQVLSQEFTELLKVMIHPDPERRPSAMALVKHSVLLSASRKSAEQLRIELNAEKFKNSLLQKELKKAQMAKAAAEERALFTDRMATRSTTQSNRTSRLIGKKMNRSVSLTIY
Ba/F3 V617F tox – reduced viability of JAK2V617F-dependent Ba/F3 cells, primary screen, JAK2V617F inhibitor project, cell-based, Ba/F3 EpoR-JAK2V617F, luminescence. ATP luminescence. inhibition, % at 5.6 µM. 220,000 compounds, 1.1% hits;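 active means inhibition above the campaign mean plus 3 SD over all tested compounds, cut at about 24% in these data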;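 further: cytokine-independent growth of Ba/F3 cells driven by EpoR plus mutant JAK2; 0% = DMSO-treated cells and 100% = JAK inhibitor I control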
RBBP9 inh – human RBBP9 inhibitors, primary screen, biochemical, fluorescence polarization, FP-Rh probe, HTS | Serine hydrolase RBBP9 (Homo sapiens), O75884 | recombinant RBBP9 | inhibition, % at 7.94 µM | 220,000 compounds, 0.2% hits | AID 1515, 2009;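 active means inhibition above the campaign mean of all tested compounds plus 3 SD, cut at about 14% in these data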;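 further: plate controls were DMSO wells with RBBP9 for no effect and wells lacking RBBP9 protein for full effect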
Target sequence (O75884 whole entry, looked up): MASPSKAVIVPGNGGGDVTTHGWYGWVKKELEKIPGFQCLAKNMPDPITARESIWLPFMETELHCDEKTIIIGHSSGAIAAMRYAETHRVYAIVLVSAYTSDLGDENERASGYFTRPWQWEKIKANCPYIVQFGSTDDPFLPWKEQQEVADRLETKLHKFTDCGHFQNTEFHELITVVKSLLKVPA
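Test system: recombinant human RBBP9; Timing: 30 min then 45 min, 25 °C; Detection: fluorescence polarization; Control set: RBBP9 with DMSO as uninhibited control, no-protein wells as full inhibition; Compound dosing: one concentration, 7.94 µM nominal, 0.794% DMSO; Probe or stimulus: FP-Rh activity-based probe, 375 nM before mixing.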
* = called active by the depositor; . = not tested or not shown. This is a random part of the collection, and some 6.8% of all compounds hit somewhere here.

Values run as follows: TNF death inh	TRPML3 agonist	BaF3 parental	CHOP inhibitor	RBBP9 inh	Wee1 stabilizer	TRPN1 ag	Ba/F3 V617F tox	PPC-1+TRAIL kill
COc1ccc(NS(=O)(=O)c2cnc[nH]2)cc1
  -0.1	0.9	8	21	5	-2	1.7	1	-3
CCOc1ccc(S(=O)(=O)N(C)c2ccc(OCC(=O)N3CCOCC3)cc2)cc1
  -1.2	0.8	11	-3	-5	-1	-0.4	3	-1
CC1CCN(S(=O)(=O)c2cccc(C(=O)NNC(=O)c3ccco3)c2)CC1
  6.6	0.5	6	-9	-12	4	-0.7	-1	6
CCOC(=O)c1cnc(-n2nc(C)cc2C)nc1NCCc1ccccc1
  -4.9	-1.7	4	101*	-5	-5	0.1	-2	2
O=C(Nc1ccccc1Sc1ccccc1)c1ccccc1F
  -1.7	-0.5	5	.	-4	4	-1.7	-6	.
O=C(NCCCCCCNC(=O)c1cccs1)c1cccs1
  0.1	0.8	0	-4	-6	-1	1.0	4	.
O=C(NCC1CCCO1)c1ccc2c(c1)N(Cc1ccccc1)C(=O)CS2=O (configuration not stated)
  1.0	-0.3	3	22	-4	-1	1.1	-3	19
Cc1ccc(C)c(-n2c(CNC(=O)c3ccco3)nnc2SCC(=O)Nc2nnc(C)s2)c1
  -0.8	-0.1	3	-22	-10	4	1.0	-3	-4
CCCCSc1nc(C)c(CC(=O)OC)c(=O)[nH]1
  1.7	0.6	-1	16	-6	-2	0.6	-2	9
COCCSc1ccccc1C(=O)NCCCn1ccnc1
  -1.2	0.1	6	-37	6	-2	0.7	-2	-10
CCn1cnc2cc([N+](=O)[O-])ccc21
  1.3	0.5	2	11	-11	-2	-0.5	-3	-2
Cc1ccc(S(=O)(=O)NCCOc2nc(N(C)C)nc(N3CCOCC3)n2)cc1
  -0.1	0.1	3	28	4	0	2.5	-3	-28
O=C(NNC(=S)Nc1ccc(F)cc1)c1cccc([N+](=O)[O-])c1
  1.1	0.0	-2	3	-6	1	-0.4	-3	5
Cc1c(Cl)cccc1NC(=S)N1CCCN(Cc2ccc(F)cc2)C1
  5.9	1.0	6	38	-12	-1	0.2	-1	4
O=C(NCCc1ccccc1)C(NS(=O)(=O)c1cccc2nsnc12)c1ccccc1 (configuration not stated)
  1.7	-0.7	0	27	-11	-3	-1.3	2	-3
CC(C)(C)c1cc(C(=O)O)n[nH]1
  0.0	1.1	4	8	-3	-1	0.4	0	9
C=CCN(c1ccccc1)S(=O)(=O)c1cccc(C(=O)O)c1
  0.1	1.2	7	31	-3	-1	2.8	1	17
O=C1NC(=Nc2ccc(Cl)cc2)SC1Cc1cccc(Cl)c1Cl (configuration not stated)
  20	2.2	8	94*	-7	-1	0.4	-4	31
O=C(CN1C(=O)CCC1=O)Nc1nc(-c2nc3ccccc3s2)cs1
  -18	0.3	4	12	-6	4	2.5	1	12
Cn1cc(Br)c(C(=O)NC2CCCCC2)n1
  0.0	0.7	-2	-23	3	-1	2.6	2	37
CCOc1ccc(S(=O)(=O)N2CCN(c3ccc(C)cc3C)CC2)cc1
  1.1	0.5	4	51	-2	-2	-0.8	-3	6
COC(=O)c1sccc1NC(=O)CCC1CCCC1
  0.5	0.9	8	43	6	1	0.5	-1	5
COc1ccc(CNC(=O)CSc2nn3c(=O)c(C(C)(C)C)nnc3s2)cc1OC
  3.7	1.0	1	0	-12	1	-0.4	-3	25
CCN(CC)CCCNC(=O)c1ccc(OCC(=O)Nc2ccccc2C(F)(F)F)c(OC)c1
  5.8	0.0	1	6	-9	-1	0.2	-1	10
CCCC(CCC)C(=O)OC1C[C@H]2CC[C@@H](C1)[N+]2(C)C (some centres not stated)
  0.9	0.3	6	-1	-6	0	0.6	-1	2
O=C(N/N=C/c1ccncc1)c1ccc(NS(=O)(=O)c2cccs2)cc1
  0.2	-0.3	4	6	-2	-2	0.8	1	22
CC1CCc2nc(NC(=O)Cc3cccs3)sc2C1 (configuration not stated)
  8.0	0.2	1	7	1	2	-0.4	-2	-12
O=C(C1=C(O)C(=O)N(CCOCCO)C1c1cccs1)c1cccs1 (configuration not stated)
  -0.3	-0.3	3	15	6	1	1.1	-2	3
COCCn1c(C)cc(C(=O)CSc2nc(C)cc(C)c2C#N)c1C
  -1.0	0.6	4	28	2	1	-0.1	-2	-5
O=C(NCc1ccc(Cl)c(Cl)c1)c1cccnc1
  -0.6	-0.7	4	17	3	1	-0.2	0	-4
O=C(Nc1ccccc1F)c1cc2nc(C(F)F)cc(C(F)F)n2n1
  -1.3	1.0	2	49	0	-1	0.0	1	7
COc1cccc(OCCOCC(O)CN2CCN(Cc3ccc(Cl)cc3)CC2)c1 (configuration not stated)
  1.4	3.2	3	23	-7	2	6.0	0	4
CSc1nnc(-c2cnccn2)n1CCCN1CCCC1=O
  1.7	0.1	-2	25	-3	0	1.4	-4	-1
CCN(CC)C(=O)C1=C(C)NC(=S)NC1c1cn(-c2ccccc2)nc1-c1ccc(Cl)cc1 (configuration not stated)
  -1.9	1.3	6	-16	-11	-2	0.6	1	-16
C=CCn1c(C)nc2ccccc2c1=O
  1.0	-0.2	7	51	0	2	2.2	1	6
COc1ccccc1N1CCN(C(=O)CC2NC3CCCCC3NC2=O)CC1 (configuration not stated)
  -0.7	0.8	-2	25	-4	5	0.5	-1	-2
O=C(Nc1nc(-c2ccc(F)cc2)cs1)C1CCCO1 (configuration not stated)
  4.1	0.6	2	-7	-6	-1	0.8	-5	12
CCCN1C(=O)c2ccccc2NC1c1ccc(OC)cc1O (configuration not stated)
  -2.4	0.1	0	.	3	3	-0.4	-1	5
O=C(NC1CC2CCC(C1)N2C(=O)NC1CCCCC1)NC12CC3CC(CC(C3)C1)C2 (configuration not stated)
  -1.4	0.2	4	37	5	-1	1.6	4	-9
O=C(NCc1ccco1)Nc1cccc([N+](=O)[O-])c1
  7.1	0.4	-4	-10	2	-2	2.8	-1	7

Quoted at random: 2 entries already listed.
Values run as follows: TNF death inh	TRPML3 agonist	BaF3 parental	CHOP inhibitor	RBBP9 inh	Wee1 stabilizer	TRPN1 ag	Ba/F3 V617F tox	PPC-1+TRAIL kill
CC1CCc2nc(NC(=O)Cc3cccs3)sc2C1 (configuration not stated)
  8.0	0.2	1	7	1	2	-0.4	-2	-12
CCN(CC)C(=O)C1=C(C)NC(=S)NC1c1cn(-c2ccccc2)nc1-c1ccc(Cl)cc1 (configuration not stated)
  -1.9	1.3	6	-16	-11	-2	0.6	1	-16

(cont.)
Values run as follows: TNF death inh	TRPML3 agonist	BaF3 parental	CHOP inhibitor	RBBP9 inh	Wee1 stabilizer	TRPN1 ag	Ba/F3 V617F tox	PPC-1+TRAIL kill
CC(C)NC(=O)COC(=O)c1ccc(Cl)c(S(=O)(=O)N2CCCC2)c1
  0.3	-0.5	3	25	-4	5	-0.2	-1	24
COc1ccc(N(CCCN2C(=O)c3cccc4cccc(c34)C2=O)C(=O)c2ccncc2)cc1
  -6.1	-0.2	10	-7	-1	2	-0.6	-1	23
O=C(NCc1cccs1)C1CC(c2ccccc2O)=NO1 (configuration not stated)
  -6.7	-0.2	-4	-17	5	4	-1.1	-5	-3
O=C(O)c1cc(-c2ccccn2)n[nH]1
  0.4	0.9	1	39	1	0	-0.6	1	17
C/C(=N\NC(=O)Cc1cccn1C)c1ccc2ccccc2c1
  1.3	0.1	1	-17	-7	4	-1.1	-2	-13
N/C(CN1CCSCC1)=N\OCc1c(F)cccc1Cl
  5.0	0.4	2	14	5	3	0.3	-5	13
COc1cccc(-c2nnc(NC(=O)c3ccc(S(=O)(=O)N4CC(C)OC(C)C4)cc3)o2)c1 (configuration not stated)
  -5.8	-0.5	-4	57	-8	-4	-0.9	-4	8
CSc1ccc(/C=C(/NC(=O)c2ccc(C)cc2)C(=O)Nc2cccc(F)c2)cc1
  0.8	1.3	8	-2	3	-1	0.5	-1	12
CCOC(=O)C1CCN(C(=O)COc2ccc(S(=O)(=O)NC(C)C)cc2Cl)CC1
  -0.2	-0.4	2	12	-1	0	-0.5	-4	24
CC1CCN(C(=O)CN(c2ccc(Cl)c(C(F)(F)F)c2)S(C)(=O)=O)CC1
  0.8	0.2	0	26	-1	6	-1.2	-6	-29
COc1ccc(C2SCC(=O)N2c2c(C)n(C)n(-c3ccccc3)c2=O)cc1 (configuration not stated)
  -0.4	0.6	2	7	3	-3	1.3	-1	25
Nn1c(SCC(=O)N2CCN(S(=O)(=O)c3ccccc3)CC2)nnc1-c1cccs1
  -1.5	0.9	3	10	-7	0	0.8	-3	6
Nc1nc(CN2CCN(c3ccccc3F)CC2)nc(Nc2ccccc2)n1
  -6.6	2.1	8	8	-15	2	1.2	3	3
Brc1ccc(C2CC(c3ccccc3)=Nc3ccccc3N2)cc1 (configuration not stated)
  3.2	0.8	5	27	-8	-2	-3.1	6	4
CC(Sc1nc(-c2ccccc2)cc(=O)[nH]1)C(=O)O (configuration not stated)
  1.5	1.2	-1	3	11	3	1.9	0	-4
CCOC(=O)c1ccc(Nc2cnc3ccccc3n2)cc1
  4.8	1.1	-1	-34	-7	-1	1.1	-2	24
O=C(CCNC(=O)c1ccccc1)N=Nc1c(O)[nH]c2ccccc12
  0.9	-0.1	0	21	-1	2	2.0	0	11
C=C(C)C(=O)Nc1nnc(-c2cccs2)s1
  2.9	1.0	4	-47	-4	0	0.2	-1	6
COC(=O)CN(C#N)c1nc(NC(C)C)nc(OC)n1
  -0.7	0.2	32*	3	-4	0	0.9	41*	9
CCOc1ccc(-c2nn(-c3ccccc3)cc2/C=C(\C#N)S(=O)(=O)c2ccccc2)cc1C
  -6.7	0.0	7	21	-4	1	0.6	1	14
Cc1cc(C(=O)N/N=C/c2ccccc2[N+](=O)[O-])c(C)o1
  -0.6	0.1	4	-15	-9	4	-1.1	2	0
COc1ccccc1OCC(O)CO (configuration not stated)
  0.3	0.6	2	-2	-4	-3	-0.2	-2	14
